TbPYK inhibitor – blocks Trypanosoma brucei pyruvate kinase; TbPYK enzyme, Kinase-Glo Plus ATP luminescence, 45 min; Potency, µM (doses to about 76.8 µM), for the others: at the highest dose activity, negative = inhibition, usual class: inhibitors; 410,000 tested, 0.12% active; note: potency is the fitted concentration of half-maximal effect; nearly all actives have a fitted effect of over 50% in size
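Enzyme and substrate buffer are dispensed first and compound is pin-transferred. ADP at 130 uM final then starts the reaction, which runs 45 min at room temperature. Detection reagent is added for 10 min before luminescence is imaged.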
AmpC detergent – AmpC beta-lactamase inhibition with detergent present | Potency, µM (top dose mostly 114 µM), inactives show at the highest dose activity change, negative = inhibition, most hits filed as inhibitors | AID 485294 | AmpC hydrolysis of nitrocefin, absorbance 480 nm, 0.01% Triton | 370,000 tested, 0.041% active;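 note: potency is the fitted concentration of half-maximal effect; 0% = no-compound wells and -100% = no-enzyme wells; nearly all actives have a fitted effect of over 25% in size; some results filed as inactive show a strong effect at the top dose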
Target sequence (P00811 whole entry, looked up): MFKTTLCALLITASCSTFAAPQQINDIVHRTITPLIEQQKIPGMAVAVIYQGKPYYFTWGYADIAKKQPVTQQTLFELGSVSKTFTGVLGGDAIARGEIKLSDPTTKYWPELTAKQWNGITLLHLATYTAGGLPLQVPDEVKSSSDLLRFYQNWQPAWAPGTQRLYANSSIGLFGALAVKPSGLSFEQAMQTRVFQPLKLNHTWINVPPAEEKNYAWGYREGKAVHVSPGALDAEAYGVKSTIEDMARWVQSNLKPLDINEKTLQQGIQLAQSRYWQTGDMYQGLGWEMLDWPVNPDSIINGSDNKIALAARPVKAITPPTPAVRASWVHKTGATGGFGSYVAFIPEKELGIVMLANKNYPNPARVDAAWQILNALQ
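AmpC (5.3 nM in the dispensed reagent) in 20 mM phosphate pH 7.0 with 0.01% (detergent screen) or 0.0001% Triton X-100 was preincubated with compounds for 15 min at room temperature. Nitrocefin was then added from an 800 uM solution, and hydrolysis was followed at 480 nm.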
HCMV antiviral – inhibitors of human cytomegalovirus; HFF cells, HCMV-luciferase reporter, 72 h; stronger effect = lower value; activity change, negative = inhibition, % at 57.5 µM; 410,000 tested, 4.5% active; in the data active = activity change below about -60%; inconclusive = no clear call, values can overlap the other calls; inactive = above about -39%
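Compounds were evaluated in HFFs infected with an HCMV luciferase reporter virus (MOI 1 PFU/cell). Luciferase in lysates collected 72 h post infection served as the replication measure.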
AmpC no deterg – AmpC beta-lactamase inhibition without detergent | P00811 | AmpC nitrocefin hydrolysis, absorbance 480 nm, 0.0001% Triton | Potency, µM (highest dose often 57.1 µM), for inactives: at the highest dose activity change, negative = inhibition, actives largely listed as inhibitors | 330,000 tested, 0.52% active;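 note: potency is the fitted concentration of half-maximal effect; plate controls were no compound for no effect and no enzyme for full effect; nearly all actives have a fitted effect of over 20% in size; some results filed as inactive show a strong effect at the top dose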
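20 mM phosphate pH 7.0 + 0.01% (detergent screen) or 0.0001% Triton X-100; 5.3 nM AmpC reagent; cpd preinc 15 min RT; nitrocefin (800 uM stock) to start; A480 q20 s × 4 min; Activity was normalised to no-enzyme and no-compound control wells.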
HCV inh – blocks hepatitis C virus; 340,000 tested, 3.4% active; Huh7.5.1 HCVcc-Cre infection, luciferase reporter, 44 h; Potency, µM (doses to about 41.8 µM), for the others: top-dose activity change, negative = inhibition, most hits filed as inhibitors; note: potency is the fitted concentration of half-maximal effect
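Compounds are dispensed onto cells plated 4 h earlier at 1,000 per well, with HCVcc-Cre virus (about 0.5 moi) added next. Following 44 h of culture, luminescent signal is measured for 15 sec after 15 min with substrate at room temperature.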
LmPK inh – inhibitors of Leishmania mexicana pyruvate kinase; purified LmPK, Kinase-Glo ATP luminescence, 1 h; Potency, µM (series often up to 57.5 µM), for inactives: top-dose activity change, negative = inhibition, actives largely listed as inhibitors; 290,000 tested, 0.37% active; note: potency is the fitted concentration of half-maximal effect
Target sequence (Q27686 whole entry, looked up): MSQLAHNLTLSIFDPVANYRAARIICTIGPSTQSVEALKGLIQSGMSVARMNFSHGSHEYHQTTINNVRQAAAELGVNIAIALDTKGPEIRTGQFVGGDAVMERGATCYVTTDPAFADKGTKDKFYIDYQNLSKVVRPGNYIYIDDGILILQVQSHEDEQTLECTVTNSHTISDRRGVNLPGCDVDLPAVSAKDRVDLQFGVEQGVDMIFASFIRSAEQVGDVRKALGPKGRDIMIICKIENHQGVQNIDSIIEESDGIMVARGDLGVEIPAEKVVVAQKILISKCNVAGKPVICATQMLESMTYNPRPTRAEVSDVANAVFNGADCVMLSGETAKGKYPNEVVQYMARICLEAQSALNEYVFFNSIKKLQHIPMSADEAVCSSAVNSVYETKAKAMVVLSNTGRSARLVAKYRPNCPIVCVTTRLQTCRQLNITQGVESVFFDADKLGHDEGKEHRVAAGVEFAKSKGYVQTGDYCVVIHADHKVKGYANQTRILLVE
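Screened at intermediate enzyme activity to detect both inhibitors and activators: LmPK at 0.1 nM, with a 0.5 nM enzyme column as activation reference. PEP 0.5 mM, ADP 0.1 mM; ATP detected by luminescence after 1 h.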
AMA1 RON2 block – disrupts binding of P. falciparum AMA1 to RON2; AlphaScreen AMA1-biotinylated RON2 peptide binding; Potency, µM (highest dose often 58.2 µM), inactives show at the top dose activity change, negative = inhibition, actives largely listed as inhibitors; 360,000 tested, 0.2% active; AID 720542;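 note: potency is the fitted concentration of half-maximal effect; 0% = vehicle wells and -100% = peptide control; nearly all actives have a fitted effect of over 45% in size; some results filed as inactive show a strong effect at the top dose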
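AMA1 (3D7) with his tag at 25 nM final met compounds first, then biotinylated RON2 peptide at 25 nM; detection used donor plus acceptor beads, 10 µg/mL apiece, read by AlphaScreen after 30 min at room temperature.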
The depositor's hits bear a star; ? = inconclusive; . = no result given; [ ] = another dose, or the depositor's remark. Unless noted, calls come from the whole dose curve; as a rule, active = well fitted curve in the direction sought with a large enough effect; inconclusive = small, poorly fitted or top-dose-only effect, or another doubt; inactive = no such curve, though single readings can be large; an effect the other way counts as inactive or inconclusive. Unless noted, % is set by controls: 0 for no effect and ±100 for the full control effect.

Start of the data: the first six records, ahead of the listing:
SMILES	TbPYK inhibitor	AmpC detergent	HCMV antiviral	AmpC no deterg	HCV inh	LmPK inh	AMA1 RON2 block
COc1ccc(C(=O)Nc2ccc(S(=O)(=O)NC(C)C)cc2)cc1	0%	1%	-38	-13%	?	6%	-4%
COc1cc(CN2CCc3ccccc3C2)cc([N+](=O)[O-])c1O	12%	9%	5	-26%	17%	2%	?
Cn1cc(CCNC(=O)CCc2nnc(CCCCc3ccccc3)o2)cn1	-5%	-6%	-24	46%	12%	1%	-9%
O=C(Cn1nnc(-c2ccc(CN3CCOCC3)cc2)n1)N1CCCc2ccccc21	8%	?	23	104%[activator]	-18%	-9%	-2%
CCOC(=O)C1(CCc2ccccc2)CCN(C(=O)c2occc2C)CC1	-8%	-3%	-38	57%	-8%	4%	-6%
O=C(C1CCCN(S(=O)(=O)c2cccc3nsnc23)C1)N1CCc2ccccc21 (stereo not drawn)	-4%	-2%	-11	-5%	?	2%	-10%

Results (from the top)
SMILES	TbPYK inhibitor	AmpC detergent	HCMV antiviral	AmpC no deterg	HCV inh	LmPK inh	AMA1 RON2 block
COc1ccc(C(=O)Nc2ccc(S(=O)(=O)NC(C)C)cc2)cc1	0%	1%	-38	-13%	?	6%	-4%
COc1cc(CN2CCc3ccccc3C2)cc([N+](=O)[O-])c1O	12%	9%	5	-26%	17%	2%	?
Cn1cc(CCNC(=O)CCc2nnc(CCCCc3ccccc3)o2)cn1	-5%	-6%	-24	46%	12%	1%	-9%
O=C(Cn1nnc(-c2ccc(CN3CCOCC3)cc2)n1)N1CCCc2ccccc21	8%	?	23	104%[activator]	-18%	-9%	-2%
CCOC(=O)C1(CCc2ccccc2)CCN(C(=O)c2occc2C)CC1	-8%	-3%	-38	57%	-8%	4%	-6%
O=C(C1CCCN(S(=O)(=O)c2cccc3nsnc23)C1)N1CCc2ccccc21 (stereo not drawn)	-4%	-2%	-11	-5%	?	2%	-10%
Cc1ccc(S(=O)(=O)N2[C@@H](c3ccc(Cl)cc3)C(C(=O)O)=CC[C@H]2c2cccs2)cc1	-4%	-10%	-36	-52%	5%	.	-6%
Cc1ccc(C(=O)NCCc2csc(-c3cccnc3)n2)cc1	4%	?	24	-3%	-8%	-2%	-3%
S=c1[nH]nc(Cc2noc3ccccc23)n1-c1ccc(Cl)cc1	?	0%	3	-46%	12%	?	69%[activator]
COc1ccc(CCNC(=O)CCc2c(C)nc3nc(C)nn3c2C)cc1OC	3%	-5%	2	.	.	.	.
Cc1cc(C)nc(NS(=O)(=O)c2ccc(NC(=O)CSc3nc(-c4ccccc4)c(C#N)c(=O)[nH]3)cc2)n1	-4%	0%	-23	-42%	-2%	23%[11.5 µM]	-1%
N#Cc1c(SCC(=O)Nc2ccccc2C(F)(F)F)sc2c(O)cc(=O)[nH]c12	-22%	2%	8	-22%	-1%	-1%	-9%
Cc1c(C(c2cccc(O)c2)c2c(C)n(C)n(-c3ccccc3)c2=O)c(=O)n(-c2ccccc2)n1C	3%	-3%	-21	-25%	?	-4%	-18%
CCCC(=O)Nc1ccc(S(=O)(=O)Nc2cc(OC)nc(OC)n2)cc1	2%	-7%	19	-9%	-9%	-3%	1%
CCCCN(CC)C(=O)c1cc2cc3ccc(OC)cc3nc2o1	-3%	?	17	37%	?	-6%	26%
O=C(O)C1CCN(c2ccc(S(=O)(=O)N3CCC(C(=O)O)CC3)cc2[N+](=O)[O-])CC1	-1%	-15%	26	24%	20%	-1%	1%
O=C(NCC(=O)N(c1cccnc1)C(C(=O)NC1CCCC1)c1ccc(F)cc1)c1ccco1 (stereo not drawn)	.	3%	-18	-6%	.	-2%	.
COC(=O)[C@H](CCSC)NC(=O)c1cccnc1SC	-7%	6%	37	-22%	17%	-1%	-6%
O=C(Nc1nnc(-c2ccc(Cl)cc2)o1)C1CCCCC1	3%	3%	21	-15%	12%	1%	128%[activator]
COC(=O)c1c(NC(=O)c2ccccc2)sc2c1CC(C)(C)OC2	-11%	-10%	28	-26%	-20%	-4%	2%
Cc1ccc(Nc2c3c(nc4ccccc24)CCC3)cc1	4%	3%	-74*	-15%	-81%	16%	-6%
CCCSc1nn2c(=O)c3ccccc3nc2s1	7%	-7%	-2	1%	-9%	14µM*	1%
Cc1ccc(NC(=O)N2CCc3c([nH]c4ccccc34)C2c2ccccc2F)c(Cl)c1 (stereo not drawn)	-6%	30%[activator]	-28	.	.	.	.
Cn1c2c(c(=O)n(C)c1=O)C(C(F)(F)F)(C(F)(F)F)N=C(c1ccccc1Cl)N2	-1%	0%	-10	10%	9%	0%	8%
COc1ccc(-c2nc3cc(C)ccn3c2NC(=O)c2cccc(F)c2)cc1	1%	5%	18	.	.	.	.
COc1ccc(NC(=O)CSC2=Nc3ccccc3C3=NC(CCC(=O)NCc4ccco4)C(=O)N23)cc1 (stereo not drawn)	1%	10%	-37	.	.	.	.
Cc1c(N2C(=O)c3ccc(F)cc3C2=O)c(=O)n(-c2ccccc2)n1C	-1%	?	-33	-14%	-4%	-2%	35%[activator]
COc1ccc(C(=O)Nc2c(Cl)cc(Cl)cc2C(=O)NCCN2CCOCC2)cc1	-2%	-14%	75	-2%	18%	-2%	1%
Cn1ccsc1=NC(=O)c1cc(S(=O)(=O)N2CCOCC2)ccc1Cl	-13%	0%	-6	-6%	-15%	.	21%
COc1cc(NC(=O)CCn2c(=S)[nH]c3ccccc3c2=O)cc(OC)c1OC	-5%	.	-7	.	.	.	26%
Cc1cc(NC(=O)C2CC(=O)N(c3ccccc3Cl)C2)no1 (stereo not drawn)	-19%	0%	-20	-8%	-4%	-4%	-11%
O=C(N/N=C/c1ccc(C(F)(F)F)cc1)c1ccncc1	-1%	0%	-15	-13%	-13%	-3%	-2%
CCOCC(=O)N1CCN(c2cccc(Cl)c2)CC1	1%	3%	?	3%	-1%	0%	-1%
C[C@H]1CN(S(=O)(=O)c2c(F)cccc2F)CCN1S(=O)(=O)c1ccc2c(c1)OCCO2	-3%	.	10	-6%	.	.	.
O=C(CSc1nc(-c2ccccc2)cs1)NCCCN1CCCC1=O	-1%	.	7	-9%	14%	.	6%
Cc1ccc(S(=O)(=O)NCCNC(=O)c2ccccc2)cc1	-11%	?	-17	-14%	18%	-4%	-1%
O=C(NCC(=O)N1CCCC(C(F)(F)F)C1)c1ccccc1F (stereo not drawn)	2%	-14%	25	-8%	3%[8.37 µM]	.	-1%
CCOc1ccccc1OCCCCOc1ccccc1F	-10%	-11%	22	-32%	-17%	-10%	189%[activator]
CC(=O)Nc1ccc(NC(=O)c2ccc(COc3ccc(C)cc3)o2)cc1	-6%	?	129	0%	-7%	-2%	4%
CCOc1ccc(S(=O)(=O)Nc2ccc(C(=O)NCc3ccncc3)cc2)cc1	2%	1%	2	-12%	7%	.	3%
COc1ccc(Nc2nc(NN)nc(Nc3ccc(OC)cc3)n2)cc1	2%	?	-31	-33%	?	0%	20%
CCCSc1nnc2c(n1)OC(c1cccs1)Nc1ccc(Br)cc1-2 (stereo not drawn)	0%	4%	62	.	.	.	.
CCN(CC)CCNC(=O)c1ccc(NC(=O)/C=C/c2cc(OC)c(OC)c(OC)c2)cc1	1%	-15%	-1	-18%[11.4 µM]	-25%	0%	10%
CCOC(=O)N1CCC(N2Cc3cccc(C(=O)Nc4ccc(S(=O)(=O)N(CC)CC)cc4)c3C2=O)CC1	-1%	-14%	46	-3%	-4%	-3%	-5%
O=C1c2ccccc2C(=O)N1CCn1c(=O)oc2ccccc21	2%	4%	-8	?	21%	-1%	-22%
CCOC(=O)C1=Nc2ccccc2C1=[N+]=[N-]	3%	-13%	-100*	-3%	?	-1%	-4%
O=C(Nc1ccnn1C1CCN(C/C=C/c2ccccc2)CC1)c1ccccc1	1%	?	-36	49%	-21%	-2%	22%
CCOc1ccc(S(=O)(=O)NCCC(=O)Nc2ncccc2C)cc1	10%	2%	18	-1%	.	2%	-6%
CCOC(=O)C1CCCN(C(=O)Nc2cccc(Cl)c2)C1 (stereo not drawn)	1%	?	-6	-28%	?	6%	3%
CCC(C)C(NC(=O)CCC(=O)OCC(=O)[C@@]1(O)CCC2[C@@H]3CCC4=CC(=O)C=C[C@]4(C)C3[C@@H](O)C[C@@]21C)C(=O)O (stereo partly drawn)	1%	1%	51	-11%	14%	0%	3%
C[C@H](NC(=O)c1nc[nH]c1C(=O)N[C@@H](Cc1ccccc1)C(=O)OCc1ccccc1)C(=O)OC(C)(C)C	-1%	4%	29	1%	18%	0%	133%[activator]
Cc1ccc(Nc2nc(-c3sc(C)nc3C)cs2)cc1	2%	-3%	?	5%	5.6µM*	0%	-14%
CCCn1nc(C(=O)Oc2ccc3c(C)cc(=O)oc3c2)c2ccccc2c1=O	4%	-4%	-22	-18%	5%	-12%	18%
CCc1ccccc1NC(=O)CSc1nnc(COc2ccccc2Cl)o1	-3%	15%	-10	.	.	.	.
Cc1cc(C)nc(N(C#N)CCOc2ccccc2)n1	-2%	6%	16	.	?	-2%	-15%
COc1ccc(/C=C2\SC(=S)N(CCC(=O)Nc3cccc(C(=O)O)c3)C2=O)cc1	10%	?	21	-24%	11%	-3%	-15%
Cc1c(Cc2c(C)n(C)n(-c3ccccc3)c2=O)c(=O)n(-c2ccccc2)n1C	0%	?	-15	-6%	11%	2%	-2%
CCN(C(=O)c1ccc(C(=O)N(CC)c2ccccc2C)cc1)c1ccccc1C	-6%	15%	-4	.	.	.	.
CCOC(=O)CNC(=O)c1ccc2[nH]c3c(c2c1)CCCC3	0%	-6%	-34	-23%	?	5%	-4%
Cc1ccc(CCC(=O)Nc2ccc(N(C)C)cc2)o1	-17%	-18%	1	-6%	2%	-4%	-16%

Continuation.
SMILES	TbPYK inhibitor	AmpC detergent	HCMV antiviral	AmpC no deterg	HCV inh	LmPK inh	AMA1 RON2 block
COC(=O)c1ccccc1NC(=S)NC(NC(=O)c1ccccc1[N+](=O)[O-])C(Cl)(Cl)Cl (stereo not drawn)	-7%	4%	32	-29%	-4%	4%	72%[activator]
C/C(Cc1ccccc1)=N\NC(=O)C1CCCCC1	3%	-18%	32	-23%	29%	2%	26%
CCCc1nc(N2CCN(S(=O)(=O)c3ccc(Cl)cc3)CC2)c2c(C)c(C)sc2n1	5%	2%	-30	-1%	14%	-1%	-12%
Cc1nc2cc(C(=O)N3CCC4(CC3)OCCO4)ccc2n1-c1cccc(F)c1	5%	7%	-15	54%	14%	12%	1%

From PubChem
